# GPR151 ag: activators of human GPR151; activation, % at 11.2 µM; hit rate 1% among 650,000; Q8TDV0; PathHunter beta-arrestin GPR151 cells, luminescence; in the data active = activation above about 4.9%;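 note: 0% = median of compound wells and 100% = cells with positive control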
# MITF inh: inhibitors of human MITF. AlphaScreen MITF homodimerization, bead proximity signal. inhibition, % at 2.6 µM. hit rate 0.91% among 650,000. AID 1259374; in the data active = inhibition above about 50%;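 note: 0% = vehicle wells with protein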
# TEAD-YAP inh: TEAD-YAP interaction inhibition. HEK-TIYL cells, TEAD-Gal4/YAP UAS-luciferase luminescence. hit rate 1.4% among 640,000. inhibition, % at 9.12 µM. AID 1259422; in the data active = inhibition above about 32%;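 note: 0% = median of test compound wells and 100% = reference inhibitor wells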
# FBW7 activator: activators of human E3 ligase FBW7. hit rate 0.13% among 650,000. normalized activity (activation), % at 26.1 µM. AlphaScreen FBW7–phospho-cyclin E peptide binding, activator screen. Q969H0. AID 1259310; in the data active = normalized activity above about 1.9%;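 note: purified mutant Fbw7 with reduced substrate affinity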
# Target sequence (Q969H0 whole entry, looked up): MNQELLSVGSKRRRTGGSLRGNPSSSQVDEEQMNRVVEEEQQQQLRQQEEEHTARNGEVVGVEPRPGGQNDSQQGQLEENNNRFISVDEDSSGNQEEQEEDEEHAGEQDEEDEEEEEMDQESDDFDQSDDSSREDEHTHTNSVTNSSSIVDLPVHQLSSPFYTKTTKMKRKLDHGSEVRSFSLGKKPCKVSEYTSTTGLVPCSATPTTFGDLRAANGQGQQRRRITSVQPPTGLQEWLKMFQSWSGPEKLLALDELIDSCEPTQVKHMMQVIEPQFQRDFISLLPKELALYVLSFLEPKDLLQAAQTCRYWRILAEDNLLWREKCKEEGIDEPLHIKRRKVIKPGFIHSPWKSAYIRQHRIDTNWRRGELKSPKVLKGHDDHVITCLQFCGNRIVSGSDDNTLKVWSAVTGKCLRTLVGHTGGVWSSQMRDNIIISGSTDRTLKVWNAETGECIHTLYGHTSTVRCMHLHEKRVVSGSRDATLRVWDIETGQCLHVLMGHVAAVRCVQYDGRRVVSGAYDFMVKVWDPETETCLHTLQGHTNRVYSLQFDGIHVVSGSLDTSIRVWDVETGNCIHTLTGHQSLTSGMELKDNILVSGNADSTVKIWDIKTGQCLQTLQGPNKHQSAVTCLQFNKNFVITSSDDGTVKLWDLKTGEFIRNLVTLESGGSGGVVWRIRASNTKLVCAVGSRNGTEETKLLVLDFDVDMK
# * hit, by the source's call.
no.	mol	GPR151 ag	MITF inh
1	C=CCN1C(=O)/C(=C/c2cc(C)n(-c3cccc(C(=O)O)c3)c2C)C(=O)NC1=S	-1.5	37
2	N#CC1=C(N)Oc2n[nH]c(-c3ccc(F)cc3)c2C1c1ccncc1 (stereo not drawn)	0.1	9
3	COC(=O)COc1ccc(NC(=O)c2cccc([N+](=O)[O-])c2C)cc1	1.6	21
4	CCC(C(=O)NCc1ccccc1C)n1ncn2c(cc3occc32)c1=O (stereo not drawn)	0.5	0
5	C=C(C)c1cccc(C(C)(C)NC(=O)NCc2ccncc2)c1	-0.4	6
6	CS(=O)(=O)Oc1ccc(C(=O)/C=C/c2ccc(F)cc2)cc1	-2.0	13
7	CC1(C)C(C=C(Cl)Cl)C1C(=O)N1CCN(c2ccccc2)CC1 (stereo not drawn)	-1.8	13
8	CC(=O)c1ccc(S(=O)(=O)N2CCC(NC(=O)Nc3cccc(F)c3)CC2)cc1	-0.3	18
9	CC(=O)N1CCC(C(=O)Nc2cc(C)cc(C)c2)CC1	0.4	-7
10	Nc1[nH]ncc1-c1ccc(-n2cccc2)cc1	-0.8	1

no.	TEAD-YAP inh	FBW7 activator
1	2	-0.7
2	-1	0.1
3	8	0.0
4	-5	0.1
5	-10	-0.5
6	-12	-0.1
7	-1	1.4
8	13	1.2
9	0	-0.2
10	-11	-0.2

no.	mol	GPR151 ag	MITF inh
11	CCN(CC)CCN1C(=O)C(O)=C(C(=O)/C=C/c2ccccc2)C1c1cccc(F)c1 (stereo not drawn)	1.6	-2
12	Fc1ccc(N2CCN(CC#Cc3cncnc3)CC2)cc1	-0.3	-4
13	COc1ccc2cc3cc(C(=O)NCc4ccc5c(c4)OCO5)oc3nc2c1	0.3	-5
14	CCCS(=O)(=O)N1CCC(C(=O)NCCOC)CC1	1.5	9
15	O=C(O)c1cc(S(=O)(=O)NNc2c(F)c(F)cc(F)c2F)ccc1F	1.1	-3
16	O=C1NCCN1CCNS(=O)(=O)c1ccccc1[N+](=O)[O-]	0.3	1
17	Cc1ccc(S(=O)(=O)NC(=O)c2ccc(I)cc2)cc1	-0.7	0
18	CC(C)COc1ccc(Br)cc1C=O	0.8	14
19	CCN1CCN(C(=O)c2cccc(Br)c2)CC1	-0.5	13
20	CCC(=O)NNC(=O)CSc1nnc2c3c4c(sc3nc(CC)n12)CCCC4	0.5	11

no.	TEAD-YAP inh	FBW7 activator
11	4	-0.1
12	-1	0.1
13	2	0.2
14	2	0.0
15	-6	0.1
16	0	0.2
17	3	0.1
18	0	0.2
19	2	-0.1
20	-3	0.0

no.	mol	GPR151 ag	MITF inh
21	CCN1CCN(c2c(C(=O)c3ccccc3)cnc3cc4c(cc23)OCO4)CC1	-1.8	7
22	c1ccc2cc(OCCN3CCCCC3)ccc2c1	1.8	-7
23	O=C1c2cccc3cccc(c23)C(=O)N1CCc1nc2ccccc2s1	-0.8	-6
24	NC(=O)C1CCN(Cc2nc3scc(-c4ccccc4)c3c(=O)[nH]2)CC1	2.5	1
25	CCOC(=O)C1=C(CI)NC(=O)NC1c1ccccc1 (stereo not drawn)	0.4	2
26	O=C1NCCN(Cc2ccc(F)cc2)C1CC(=O)N1CCC(O)CC1 (stereo not drawn)	-1.2	5
27	CCCc1cc(SCc2ccc(C(=O)OC)cc2)ncn1	-1.1	1
28	COCCCNC(=O)/C(C#N)=C/c1c(Oc2cccc(C)c2C)nc2c(C)cccn2c1=O	0.3	-20
29	CS(=O)(=O)N1CCC(c2nc(-c3ccc(C(F)(F)F)cc3)no2)CC1	1.2	2
30	N#CC1=C(N)OC2=C(C(=O)CCC2)C1c1ccc(Br)s1 (stereo not drawn)	0.0	0

no.	TEAD-YAP inh	FBW7 activator
21	-3	0.4
22	-12	0.0
23	2	-0.4
24	-3	-0.1
25	3	-0.1
26	0	-0.1
27	6	0.2
28	16	0.2
29	13	-0.2
30	7	-0.2

no.	mol	GPR151 ag	MITF inh
31	C=CCOC(=O)C1=C(C)NC(SCC(=O)OCC)=C(C#N)C1c1ccc(C)cc1 (stereo not drawn)	1.5	-9
32	N#Cc1ccc(OCC(=O)OCC(=O)Nc2ncc(Cl)cc2Cl)cc1	5.6*	-4
33	O=C(Cn1c(=O)oc2ccc(Cl)cc21)Nc1ccccc1[N+](=O)[O-]	1.2	1
34	O=C(Nc1cccc(C(F)(F)F)c1)C1C(c2ccccc2)=C1c1ccccc1	-0.3	-4
35	CC1=C(C(=O)Nc2cccc(C(F)(F)F)c2)C(c2ccc3c(c2)OCO3)C2=C(CC(C)(C)CC2=O)N1 (stereo not drawn)	-0.1	-6
36	O=C(c1cc2cc(Cl)ccc2oc1=O)N1CCCC1	0.3	-7
37	Cc1c(N2C(=O)CCCC2=O)c(=O)n(-c2ccccc2)n1C	-0.6	-3
38	COc1ccc(Br)cc1/C=N/Nc1ccc(Cl)nn1	-0.9	4
39	CN(C)CCNC(=O)c1ccc(-c2cnc3c(Nc4ccc5[nH]ccc5c4)nccn23)cc1	-1.4	-41
40	COc1cccc(CN2CCN(S(=O)(=O)c3ccccc3)CC2)c1OC	0.0	-2

no.	TEAD-YAP inh	FBW7 activator
31	6	0.0
32	0	-0.2
33	-10	0.0
34	6	-0.1
35	0	0.2
36	-10	0.0
37	-4	0.1
38	17	0.5
39	39*	-0.1
40	-4	-0.1

no.	mol	GPR151 ag	MITF inh
41	Cc1cc(C)nc(SCC(O)COCc2ccccc2)n1 (stereo not drawn)	-0.5	-4
42	COc1ccc(Oc2coc3cc(OC(=O)c4cccc(Cl)c4)ccc3c2=O)cc1	-0.7	-15
43	CCCc1cc(NCCCO)n2c(nc3ccccc32)c1C#N	0.1	13
44	Nc1c(C(=O)C2CC2)oc2ccc(Cl)cc12	-0.1	-5
45	CC(=O)NC(CCS(C)(=O)=O)C(=O)Nc1c(F)cccc1F (stereo not drawn)	1.5	-5
46	Cc1ccc2c(c1)CN(CCC(=O)N1CCC(N(C)C)C1)CC(C)O2 (stereo not drawn)	1.3	8
47	COc1ccc(NCc2nc(-c3ccccc3)no2)cc1OC	-0.2	7
48	CCCCNC(=O)/C(=C\c1cccc2ccccc12)NC(=O)c1ccccc1	-0.2	-3
49	CN(C)CCCNC(=O)Cc1ccc2c(c1)CC(c1nc3ccc(-c4ccnc(N)n4)cc3[nH]1)CO2 (stereo not drawn)	2.6	11
50	CCCCCn1c(SCc2ccncc2)nc2cc(C(=O)NCc3ccccc3Cl)ccc2c1=O	-1.2	8

no.	TEAD-YAP inh	FBW7 activator
41	-16	-0.1
42	-3	0.1
43	14	0.0
44	-44	0.1
45	0	0.0
46	-3	-0.1
47	-9	-0.3
48	-4	0.1
49	-2	0.1
50	10	0.0

# From entry 36 up to 50, copied from above:
no.	mol	GPR151 ag	MITF inh
36	O=C(c1cc2cc(Cl)ccc2oc1=O)N1CCCC1	0.3	-7
37	Cc1c(N2C(=O)CCCC2=O)c(=O)n(-c2ccccc2)n1C	-0.6	-3
38	COc1ccc(Br)cc1/C=N/Nc1ccc(Cl)nn1	-0.9	4
39	CN(C)CCNC(=O)c1ccc(-c2cnc3c(Nc4ccc5[nH]ccc5c4)nccn23)cc1	-1.4	-41
40	COc1cccc(CN2CCN(S(=O)(=O)c3ccccc3)CC2)c1OC	0.0	-2
41	Cc1cc(C)nc(SCC(O)COCc2ccccc2)n1 (stereo not drawn)	-0.5	-4
42	COc1ccc(Oc2coc3cc(OC(=O)c4cccc(Cl)c4)ccc3c2=O)cc1	-0.7	-15
43	CCCc1cc(NCCCO)n2c(nc3ccccc32)c1C#N	0.1	13
44	Nc1c(C(=O)C2CC2)oc2ccc(Cl)cc12	-0.1	-5
45	CC(=O)NC(CCS(C)(=O)=O)C(=O)Nc1c(F)cccc1F (stereo not drawn)	1.5	-5
46	Cc1ccc2c(c1)CN(CCC(=O)N1CCC(N(C)C)C1)CC(C)O2 (stereo not drawn)	1.3	8
47	COc1ccc(NCc2nc(-c3ccccc3)no2)cc1OC	-0.2	7

no.	TEAD-YAP inh	FBW7 activator
36	-10	0.0
37	-4	0.1
38	17	0.5
39	39*	-0.1
40	-4	-0.1
41	-16	-0.1
42	-3	0.1
43	14	0.0
44	-44	0.1
45	0	0.0
46	-3	-0.1
47	-9	-0.3

no.	mol	GPR151 ag	MITF inh
48	CCCCNC(=O)/C(=C\c1cccc2ccccc12)NC(=O)c1ccccc1	-0.2	-3
49	CN(C)CCCNC(=O)Cc1ccc2c(c1)CC(c1nc3ccc(-c4ccnc(N)n4)cc3[nH]1)CO2 (stereo not drawn)	2.6	11
50	CCCCCn1c(SCc2ccncc2)nc2cc(C(=O)NCc3ccccc3Cl)ccc2c1=O	-1.2	8

no.	TEAD-YAP inh	FBW7 activator
48	-4	0.1
49	-2	0.1
50	10	0.0

# Further structures
no.	mol	GPR151 ag	MITF inh
51	Cc1ccccc1OCCNC(=O)COc1ccc(C(C)(C)C)cc1	0.7	3
52	O=C(NCc1ccc(Cl)cc1)c1ccc2c(=O)n(-c3ccc(F)c(Cl)c3)c(=S)[nH]c2c1	-1.0	0
53	COCN(C#N)c1nc(N(C)C)nc(N(C)C)n1	-0.6	-5
54	CN(c1ccc(OCC(=O)OCC(=O)c2ccccc2)cc1)S(=O)(=O)c1cccs1	-0.5	14
55	O=C(CCNS(=O)(=O)c1ccc(Br)s1)N1CCc2ccccc2C1	-0.7	-10
56	CCOC(=O)c1c(-c2ccc(F)cc2)csc1NC1=NS(=O)(=O)c2ccccc21	2.6	-9
57	CC(C)(C)NC(=O)CSc1nnnn1C1CCCCC1	2.8	0
58	Nc1nonc1-n1nncc1CN1CCCCC1	0.4	-6
59	CCCCSc1nnc2c(n1)OC(c1ccc(OC(C)C)cc1)N(C(C)=O)c1ccccc1-2 (stereo not drawn)	-1.1	4
60	Nc1ncccc1C(=O)OCC(=O)Nc1ccccc1OC(F)F	1.2	2

no.	TEAD-YAP inh	FBW7 activator
51	2	-0.1
52	-7	-0.2
53	9	0.5
54	-9	-0.1
55	-6	0.1
56	9	-0.5
57	7	-0.2
58	3	0.1
59	-7	0.0
60	12	-0.2

no.	mol	GPR151 ag	MITF inh
61	CC1CCN(C(=O)/C=C/c2ccc(Cl)cc2)CC1	0.3	19
62	Cc1ccccc1Nc1nc(N)nc(COC(=O)c2ccc(F)cc2Cl)n1	-2.2	-12
63	O=C(Nc1ccc(Br)cn1)c1ccc(C2CCCCC2)cc1	1.5	15
64	O=C(COc1ccc(Cl)cc1)Nc1ccc(-c2cn3ccsc3n2)cc1	-1.4	-7
65	Cc1ccc(C(=O)n2c(C)nc3ccccc32)cc1	-0.6	10
66	COc1cccc(CC2=NOC(C(=O)NC(C)Cc3ccsc3)C2)c1 (stereo not drawn)	0.6	-9
67	Cc1nc2ccccc2n1CCNS(=O)(=O)c1ccc(F)cc1	6.4*	34
68	O=C(Cn1nc(-c2cccc(F)c2)n(-c2ccncc2)c1=O)N1CCCC1	0.3	5
69	CCOC(=O)c1[nH]cnc1C(=O)Nc1ccccc1C	0.5	8
70	Cc1ccccc1CNC(=O)Cn1ncc2ccc(Cl)cc21	-2.1	-7

no.	TEAD-YAP inh	FBW7 activator
61	-57	0.1
62	1	-0.1
63	10	0.6
64	-3	0.0
65	9	0.1
66	-35	-0.1
67	-12	0.3
68	3	0.0
69	14	0.0
70	-16	0.0

no.	mol	GPR151 ag	MITF inh
71	Cc1c(C(=O)Nc2ccc(F)cc2)sc2ncnc(N3CCC(C)CC3)c12	0.3	5
72	Cc1ccc(C(=O)COC(=O)C(Cc2ccccc2)N2C(=O)C3C4C=CC(C4)C3C2=O)cc1C (stereo not drawn)	-0.4	-5
73	Cn1c(Nc2nc(C(=O)NC3CC3)cs2)nc2ccccc21	-1.9	8
74	CC(C)c1ccc(CNC(=O)C2CCCN2S(=O)(=O)c2ccccc2)cc1 (stereo not drawn)	0.5	0
75	COc1cc(Nc2nccn3c(-c4cccs4)cnc23)cc(OC)c1OC	0.4	-6
76	Cc1ccc(C)c(NC(=O)CN(C)S(=O)(=O)c2ccc3c(c2)CCC(=O)N3)c1	0.5	10
77	NC(=O)c1ccc2nc(N3CCOCC3)sc2c1	-4.1	-5
78	CC(=O)Nc1ccccc1OC(F)F	7.1*	7
79	CC(CCc1ccccc1)NC(=O)Cn1nc(Cc2ccncc2)c2ccccc2c1=O (stereo not drawn)	5.8*	20
80	Cc1ccc(-c2csc(/C(C#N)=C/c3ccc(Br)cc3)n2)c(C)c1	-1.7	1

no.	TEAD-YAP inh	FBW7 activator
71	-1	0.1
72	3	-0.1
73	8	0.0
74	-1	-0.1
75	0	0.0
76	9	0.1
77	-17	0.0
78	-3	0.0
79	-3	0.3
80	-5	0.2

no.	mol	GPR151 ag	MITF inh
81	CCC(C)Nc1nc(Oc2ccc(C(=O)OC)cc2)nc(N(C)C)n1 (stereo not drawn)	-0.6	3
82	CCOC(=O)c1csc(NC(=O)c2cc(-c3ccccc3)nc3ccccc23)n1	1.7	3
83	COc1cccc(/C=C2/NC(=O)N(Cc3ccccc3F)C2=O)c1OC	-0.1	11
84	CCOC(=O)c1ccc(NC(=S)N(Cc2ccc(C)cc2)Cc2cccnc2)cc1	1.1	4

no.	TEAD-YAP inh	FBW7 activator
81	-11	-0.3
82	-1	0.0
83	-1	-0.1
84	0	0.5

# High-throughput results (PubChem)

# Rows were taken by chance, and some 3.5% of all compounds hit somewhere here.
